Screening data from PubChem BioAssay.
AMA1-RON2 inh: disrupts binding of P. falciparum AMA1 to RON2 | AlphaScreen AMA1-biotinylated RON2 peptide binding | Potency, µM (highest dose often 58.2 µM), inactives show at the highest dose activity change, negative = inhibition, most hits filed as inhibitors | 360,000 tested, 0.2% active;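 note: potency is the fitted concentration of half-maximal effect; 0% = vehicle wells and -100% = peptide control; nearly all actives have a fitted effect of over 45% in size; some results filed as inactive show a strong effect at the top dose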
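AMA1 (3D7) with his tag at 25 nM final met compounds first, then biotinylated RON2 peptide at 25 nM; detection used donor plus acceptor beads, 10 µg/mL apiece, read by AlphaScreen after 30 min at room temperature.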
HCMV antiviral: blocks human cytomegalovirus replication. HFF cells, HCMV-luciferase reporter, 72 h; hits give low values. activity change, negative = inhibition, % at 57.5 µM. 410,000 tested, 4.5% active. AID 1259415; in the data active = activity change below about -60%; inconclusive = no clear call, values can overlap the other calls; inactive = above about -39%
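Inhibition of viral replication was scored as loss of reporter luminescence in HFFs infected with HCMV-luciferase (MOI 1 PFU/cell) for 72 h; compounds tested at 2 doses, normalized to buffer and Salinomycin controls.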
AmpC inh no detg: AmpC beta-lactamase inhibition without detergent. P00811. AmpC nitrocefin hydrolysis, absorbance 480 nm, 0.0001% Triton. Potency, µM (titrated, usually from 57.1 µM), inactives show top-dose activity change, negative = inhibition, usual class: inhibitors. 330,000 tested, 0.52% active. AID 485341;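 note: potency is the fitted concentration of half-maximal effect; plate controls were no compound for no effect and no enzyme for full effect; nearly all actives have a fitted effect of over 20% in size; some results filed as inactive show a strong effect at the top dose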
Target sequence (P00811 whole entry, looked up): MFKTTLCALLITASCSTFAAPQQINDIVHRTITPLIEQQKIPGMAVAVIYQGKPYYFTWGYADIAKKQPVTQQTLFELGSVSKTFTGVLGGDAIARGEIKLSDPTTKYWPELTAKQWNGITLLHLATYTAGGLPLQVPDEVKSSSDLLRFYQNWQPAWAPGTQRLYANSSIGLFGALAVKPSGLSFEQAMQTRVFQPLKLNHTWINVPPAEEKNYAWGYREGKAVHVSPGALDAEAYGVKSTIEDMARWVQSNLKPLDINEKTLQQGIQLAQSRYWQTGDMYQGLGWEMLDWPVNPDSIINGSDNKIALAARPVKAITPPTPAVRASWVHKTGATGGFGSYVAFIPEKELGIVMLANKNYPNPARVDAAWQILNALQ
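AmpC (5.3 nM in the dispensed reagent) in 20 mM phosphate pH 7.0 with 0.01% (detergent screen) or 0.0001% Triton X-100 was preincubated with compounds for 15 min at room temperature. Nitrocefin was then added from an 800 uM solution, and hydrolysis was followed at 480 nm.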
LmPK inhibitor: blocks Leishmania mexicana pyruvate kinase activity; Q27686; purified LmPK, Kinase-Glo ATP luminescence, 1 h; Potency, µM (doses to about 57.5 µM), for the others: top-dose activity change, negative = inhibition, actives largely listed as inhibitors; 290,000 tested, 0.37% active; AID 1721; note: potency is the fitted concentration of half-maximal effect
Target sequence (Q27686 whole entry, looked up): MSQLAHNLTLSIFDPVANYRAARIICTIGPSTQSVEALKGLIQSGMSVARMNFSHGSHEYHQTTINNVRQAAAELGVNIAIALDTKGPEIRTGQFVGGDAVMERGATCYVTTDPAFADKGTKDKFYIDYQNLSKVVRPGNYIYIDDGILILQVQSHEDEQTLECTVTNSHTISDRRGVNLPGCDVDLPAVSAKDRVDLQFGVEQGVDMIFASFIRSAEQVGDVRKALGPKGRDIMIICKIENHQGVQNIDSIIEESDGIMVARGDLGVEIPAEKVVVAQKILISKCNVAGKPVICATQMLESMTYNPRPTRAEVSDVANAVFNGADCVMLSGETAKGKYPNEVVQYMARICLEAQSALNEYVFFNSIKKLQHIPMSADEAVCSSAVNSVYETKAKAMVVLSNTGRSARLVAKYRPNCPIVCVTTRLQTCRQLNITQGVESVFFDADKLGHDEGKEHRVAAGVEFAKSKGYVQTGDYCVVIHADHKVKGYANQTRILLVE
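ATP generated from ADP (0.1 mM) and PEP (0.5 mM) by 0.1 nM LmPK over 1 h at room temperature (pH 7.2 imidazole buffer) was detected by coupled luciferase luminescence. Values were normalized to uninhibited and no-enzyme wells.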
HCV inh: HCV inhibition. Potency, µM (doses to about 41.8 µM), without a hit: top-dose activity change, negative = inhibition, hits mostly inhibitors. Huh7.5.1 HCVcc-Cre infection, luciferase reporter, 44 h. 340,000 tested, 3.4% active. AID 651820; note: potency is the fitted concentration of half-maximal effect
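Infectious HCV cell culture screen: compound-treated cells (1,000/well, pre-plated 4 h) are infected with HCVcc-Cre at roughly 0.5 moi and grown 44 h. Infection is quantified by luciferase signal after 15 min substrate incubation at room temperature.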
TbPYK inhibitor: inhibitors of Trypanosoma brucei pyruvate kinase; Q57TT1; TbPYK enzyme, Kinase-Glo Plus ATP luminescence, 45 min; Potency, µM (top dose mostly 76.8 µM), inactives show top-dose activity, negative = inhibition, hits mostly inhibitors; 410,000 tested, 0.12% active; note: potency is the fitted concentration of half-maximal effect; nearly all actives have a fitted effect of over 50% in size
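Activity of T. brucei pyruvate kinase was followed by Kinase-Glo Plus luminescence after the enzyme reacted 45 min at room temperature with 130 uM ADP (final) and substrate. Test compounds were added before ADP at multiple concentrations.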
AmpC inh detg: AmpC beta-lactamase inhibition with detergent present. P00811. AmpC hydrolysis of nitrocefin, absorbance 480 nm, 0.01% Triton. Potency, µM (series often up to 114 µM), inactives show at the highest dose activity change, negative = inhibition, most hits filed as inhibitors. 370,000 tested, 0.041% active. AID 485294;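 note: potency is the fitted concentration of half-maximal effect; 0% = no-compound wells and -100% = no-enzyme wells; nearly all actives have a fitted effect of over 25% in size; some results filed as inactive show a strong effect at the top dose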
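AmpC (5.3 nM in the dispensed reagent) in 20 mM phosphate pH 7.0 with 0.01% (detergent screen) or 0.0001% Triton X-100 was preincubated with compounds for 15 min at room temperature. Nitrocefin was then added from an 800 uM solution, and hydrolysis was followed at 480 nm.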
Starred values were filed as active, the others as inactive; ? = inconclusive; / = not tested or not shown; & = joins results of further samples; [ ] = remark or other dose. Unless noted, calls come from the whole dose curve; as a rule, active = well fitted curve in the direction sought with a large enough effect; inconclusive = small, poorly fitted or top-dose-only effect, or another doubt; inactive = no such curve, though single readings can be large; an effect the other way counts as inactive or inconclusive. Unless noted, % is set by controls: 0 for no effect and ±100 for the full control effect. Not a hit list; any-hit rate near 7.5%.

SMILES | AMA1-RON2 inh | HCMV antiviral | AmpC inh no detg | LmPK inhibitor | HCV inh | TbPYK inhibitor | AmpC inh detg
Cc1cccc(NC(=O)c2cc3c([nH]c2=O)CC(c2ccccc2)CC3=O)c1 (stereo not drawn) | / | 6.6 | / | / | / | 1.8% | -4.6%
Cn1nc([N+](=O)[O-])c(C(C#N)c2ccccn2)c(Cl)c1=O (stereo not drawn) | -3.2% | -97.3* | -29.5% | -10.5% | ? | 0.8% | ?
CC(C)CC(=O)c1c(O)c(C=O)c(O)c2c1O[C@@]1(C)[C@@H](C2)C[C@H]2C[C@@H]1C2(C)C | 29.3% | 17.0 | -8.2% | / | 0.4% | -1.3% | /
Cc1ccc(C)c(N(CC(=O)NC2CCCCC2)C(=O)c2snc(C(N)=O)c2N)c1 | -12.5% | -27.2 | 1.3% | 7.5% | ? | 0.3% | -15.9%
Cc1ccnc(NC(=O)c2ccc(S(=O)(=O)N3CCC(C)CC3)cc2)c1 | -19.8% | 4.7 | -1.3% | / | -7.8% | 0.7% | -12.5%
O=c1[nH]cnc2c1ncn2C1OC(CO)CC1F (stereo not drawn) | 4.2% | 5.8 | / | / | / | 3.5% | /
COc1ccc(NC(=O)Nc2cccc(C(F)(F)F)c2)cn1 | -22.7% | -62.7* | -28.8% | 1.0% | ? | 0.4% | 1.4%
CCCn1ncc(CN2CCC(n3nccc3NC(=O)c3ccccc3Cl)CC2)c1C | -13.7% | 13.7 | -0.8% | -4.1% | 6.6% | 7.3% | 2.5%
CCCCc1c(O)nc(SCC(=O)N2CCOCC2)n(-c2ccc(C)cc2)c1=O | 8.7% | 25.5 | / | / | / | 2.3% | /
CCN(CC)c1ccc2c(Cl)cc(=O)oc2c1 | 157.9%[activator] | 5.7 | -17.2% | 0.0% | -23.8% | 1.9% | -0.2%
Oc1c(C2=NCCNC(C(F)(F)F)=C2)ccc2ccccc12 | ? | 135.0 | 125.2%[activator] | -3.3% | ? | -6.6% | 0.6%
Cc1cc(NC(=O)CS(=O)(=O)c2ccc(F)cc2)no1 | 8.5% | -20.4 | ? | / | 15.9% | -5.7% | -19.2%
COc1ccc(CCNC(=O)CNCC2CCCO2)cc1OC (stereo not drawn) | -11.9% | 60.2 | -0.4% | 2.6% | 6.8% | 4.8% | -8.0%
O=C(N/N=C/c1cccs1)c1cc(-c2cccc3ccccc23)n[nH]1 | 47.2%[activator] | 43.9 | -22.0% | -2.8% | ? | -0.2% | -11.8%
CCOc1cc(/C=N/NC(=O)c2cccnc2)ccc1OCC(N)=O | 3.1% | -2.5 | -16.0% | 4.7% | 26.9% | 2.6% | 2.8%
Nc1ccc(-c2cn3cccnc3n2)cc1 | -2.3% | -9.1 | 6.7%[2.29 µM] | -0.7% | 21.5% | 2.6% | -9.9%
O=C(COC(=O)c1ccc(Br)o1)NC12CC3CC(CC(C3)C1)C2 | -3.4%[11.6 µM] | -29.3 | -3.7% | / | 7.0% | -2.6% | /
CC(=O)c1cccc(NC(=O)N2CCC(c3ccc(C)cc3)C2)c1 (stereo not drawn) | -4.4% | -1.3 | -8.5% | 4.6% | -18.9% | -1.3% | 0.8%
Cc1cc(C)c2[nH]c(=O)c(C(c3nnnn3CC3CCCO3)N3CCCC(C)C3)cc2c1 (stereo not drawn) | 1.6% | -9.5 | 31.3% | -1.5% | -0.1% | -3.9% | -0.2%
Cc1ccc(C(=O)N/N=C/c2cc(Br)ccc2O)cn1 | 4.6% | -102.3* | -15.1% | 13.2% | ? | 0.3% | -1.8%
Cc1cccc(C(=O)NCC2CCN(C(=O)c3cccc(C)c3)CC2)c1 | 7.1% | 0.3 | 37.6% | 4.1% | 0.2% | 1.6% | ?
CCN(CC)CCNS(=O)(=O)c1ccc2c3c(cccc13)C(=O)N2 | 0.0% | 22.7 | -19.1% | 3.5% | -27.6% | 0.5% | 3.4%
O=S1(=O)CCOCCCN1Cc1cccc(F)c1 | 8.6% | -1.9 | 0.2% | -5.9% | 5.5% | 1.2% | -8.8%
O=C(N/N=C/c1cc(Br)cs1)c1c[nH]c2ccccc12 | 2.4% | 25.5 | -47.5% | -5.8% | ? | 4.7% | 9.3%
Cc1cccc(S(=O)(=O)NNC(=O)c2sc(C)nc2C)c1 | 10.2% | 15.8 | -2.1% | -3.1% | 3.0% | -8.3% | -1.5%
CCOC(=O)C(C)Sc1ccc2nnc(CCNS(=O)(=O)c3ccccc3)n2n1 (stereo not drawn) | -0.8% | 2.1&4.8 | 1.1% | 0.4% | -6.1% | -0.2%&-4.2% | 7.0%&0.1%
CC(=O)Nc1cc(C(=O)N2CCC3(CC2)OCCO3)ccc1S(=O)(=O)c1ccc(C)cc1 | -15.6% | 9.5 | 10.2% | 2.4% | 10.8% | 0.0% | -1.6%
COc1ccc(Cn2c(CCC(=O)Nc3cc(OC)c(OC)c(OC)c3)nc3cccnc32)cc1 | / | -26.6 | / | / | / | -4.6% | -13.5%
Cc1ccc(/C=N/N2CCN(C3c4ccccc4-c4ccccc43)CC2)s1 | -18.5% | 23.3 | -15.6% | 4.4% | 35.9%[activator] | -12.4% | 0.3%
COc1ccccc1N1CCN(C(=O)c2cc(=O)c3cc(C)cc(C)c3o2)CC1 | 14.3% | -72.5* | -2.8% | 10.1% | 11.2% | -4.2% | -1.5%
COc1cccc(N2CCN(Cc3cccnc3)CC2)c1 | -16.0% | 35.8 | -13.7% | -6.9% | 16.1% | 12.7% | ?
COCCNC(=O)c1ccc(Cl)c(Cl)c1 | 4.1% | -7.0 | -5.1% | -2.2% | 10.0% | 1.2% | -6.9%
CN(C)S(=O)(=O)c1ccc(Cl)c(NC(=O)c2ccncc2)c1 | 8.4% | -32.4 | -7.6% | -0.6% | 0.9% | -6.1% | -6.7%
Nc1c(C(=O)Nc2cccc(Cl)c2)sc2nc3c(cc12)CN(Cc1ccccc1)CC3 | / | ? | / | / | / | 5.3% | ?
CC1(c2nnnn2-c2ccc3c(c2)OCCO3)CCC(=O)N1CC(F)(F)F (stereo not drawn) | 5.2% | 60.1 | / | / | / | 1.6% | /
CC(C)Oc1ccc(C(=O)N(Cc2ccco2)C2CCS(=O)(=O)C2)cc1 (stereo not drawn) | -12.7% | 27.1 | -2.6% | 0.8% | 19.6% | 2.1% | 1.6%
CC1(C)OC1COc1c2occc2cc2ccc(=O)oc12 (stereo not drawn) | -2.0% | -28.1 | 2.2% | 1.7% | -10.6% | -11.8% | ?
O=[N+]([O-])c1cccc(-c2ccc(/C=N/Nc3nc(N4CCCCC4)nc(N4CCCCC4)n3)o2)c1 | -6.2% | -6.4 | -32.3% | -1.9% | 11.2µM* | -2.3% | 3.2%
O=C(Cc1ccc(Cl)cc1)NCC(=O)N1CCCCC1 | 5.3% | -35.7 | -14.3% | -2.2% | 26.4% | 6.3% | -4.3%
COc1ccc(-c2coc3cc(OC)cc(OC)c3c2=O)cc1 | -6.0% | 96.7 | 32.2% | -3.3% | ? | 8.8% | 9.2%
O=C1[C@H]2[C@@H](/C=C/c3ccccc3)N3C(=O)CN(CC4CC4)C(=O)[C@@]3(Cc3ccccc3)[C@H]2C(=O)N1c1ccccc1 | -1.3% | -10.1 | 44.2% | 1.4% | -5.1% | -1.8% | -12.8%
COc1ccc(Nc2nnc(-c3ccc(C)c(S(=O)(=O)NCc4nc5ccccc5[nH]4)c3)c3ccccc23)cc1 | / | -95.3* | / | / | / | 2.1% | 2.2%
Cc1cc(C)c(NS(=O)(=O)c2ccc(NC(=O)CCC(=O)O)cc2)c(C)c1 | -2.2% | -30.7 | -11.2% | 8.9% | 13.5% | 4.4% | 1.0%
CC(C)C(CO)NC(=O)CC(=O)NC(CO)C(C)C (stereo not drawn) | 17.0% | 11.5 | -24.1% | -3.6% | 20.6% | -3.1% | ?
CCCc1nc2sc3c(c2c(=O)n1NC(=O)CCC(=O)OC)CCCC3 | -14.5% | 1.0 | 19.0% | 0.4% | -9.8% | -0.6% | 0.5%

Structures shown so far containing a thiophene ring, fused or not, in the order listed:
SMILES | AMA1-RON2 inh | HCMV antiviral | AmpC inh no detg | LmPK inhibitor | HCV inh | TbPYK inhibitor | AmpC inh detg
O=C(N/N=C/c1cccs1)c1cc(-c2cccc3ccccc23)n[nH]1 | 47.2%[activator] | 43.9 | -22.0% | -2.8% | ? | -0.2% | -11.8%
O=C(N/N=C/c1cc(Br)cs1)c1c[nH]c2ccccc12 | 2.4% | 25.5 | -47.5% | -5.8% | ? | 4.7% | 9.3%
Cc1ccc(/C=N/N2CCN(C3c4ccccc4-c4ccccc43)CC2)s1 | -18.5% | 23.3 | -15.6% | 4.4% | 35.9%[activator] | -12.4% | 0.3%
Nc1c(C(=O)Nc2cccc(Cl)c2)sc2nc3c(cc12)CN(Cc1ccccc1)CC3 | / | ? | / | / | / | 5.3% | ?
CCCc1nc2sc3c(c2c(=O)n1NC(=O)CCC(=O)OC)CCCC3 | -14.5% | 1.0 | 19.0% | 0.4% | -9.8% | -0.6% | 0.5%

Carrying on.
SMILES | AMA1-RON2 inh | HCMV antiviral | AmpC inh no detg | LmPK inhibitor | HCV inh | TbPYK inhibitor | AmpC inh detg
O=C(NNC(=O)c1ccc(F)cc1)c1ccncc1 | 7.3% | 33.1 | -7.4% | 4.4% | 12.3% | 1.2% | ?
O=[N+]([O-])c1ccc(NN=Cc2cccc3ccccc23)cc1 | 12.0% | -38.1 | / | / | 2.2% | -1.1% | /
COc1ccc(C(=O)n2c(SC)nc3cc4c(cc32)OCCO4)cc1 | -24.4% | 81.8 | 70.6%[activator] | 2.7% | 4.9% | -1.2% | ?
Cc1cccc(C(=O)OC(C)C(=O)Nc2ccc(S(=O)(=O)N3CCCC3)cc2)c1O (stereo not drawn) | -15.9% | -14.3 | -8.9% | / | ? | 1.5% | -2.9%
CCOC(=O)c1[nH]c(C)c(CN(Cc2ccco2)C(=O)C(F)(F)F)c1C | 4.6% | -21.0 | 19.2% | -1.9% | ? | -4.9% | -7.1%
O=C(CCc1nc2ccccc2c(=O)[nH]1)OCC(=O)N1CCc2ccccc21 | -1.6% | 27.7 | -18.8% | 15.0% | 5.3% | 2.7% | 4.1%
CCc1ccc(N(C(=O)c2csnn2)C(C(=O)NC2CCCC2)c2cccnc2)cc1 (stereo not drawn) | -6.4% | ? | 30.5% | -2.2% | 19.5% | 1.2% | -0.1%
